GASC-1 inh – inhibitors of GASC-1 histone demethylase, primary screen, biochemical, fluorescence, DELFIA europium. GST-JMJD2C(1-420) H3K9me3 demethylation. Lysine-specific demethylase 4C (Homo sapiens), Q9H3R0. hit rate 0.069% among 330,000. inhibition, % at 2.35 µM;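 active = more than half of a compound's replicate wells show inhibition beyond 50%, single wells judged on their own value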;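 also: signal counts dimethyl H3K9 product captured on neutravidin plate; 0% = median of DMSO wells and 100% = 0.3 times that DMSO median; strong numbers were not always called active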
Target sequence (Q9H3R0 1-420 limits assumed): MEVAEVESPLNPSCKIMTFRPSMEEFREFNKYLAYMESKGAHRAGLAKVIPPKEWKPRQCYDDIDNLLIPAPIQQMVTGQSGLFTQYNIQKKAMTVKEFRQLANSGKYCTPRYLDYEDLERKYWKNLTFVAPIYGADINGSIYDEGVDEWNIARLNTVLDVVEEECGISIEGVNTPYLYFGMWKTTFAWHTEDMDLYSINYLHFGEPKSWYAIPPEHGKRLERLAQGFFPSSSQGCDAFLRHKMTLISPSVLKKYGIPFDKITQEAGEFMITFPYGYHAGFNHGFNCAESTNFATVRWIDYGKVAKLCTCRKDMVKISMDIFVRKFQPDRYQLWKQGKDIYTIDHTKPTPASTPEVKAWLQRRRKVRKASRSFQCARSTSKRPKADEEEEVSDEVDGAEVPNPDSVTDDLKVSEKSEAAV
LAP4 TOR yeast – modulators of LAP4-GFP expression in yeast, primary screen, S. cerevisiae, multiplex flow cytometry, MLPCN library; 3 h; median GFP as percent of DMSO wells; GFP response vs DMSO, % at 10 µM; hit rate 0.34% among 320,000;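 active = GFP response vs DMSO above a set limit, about the screen mean plus 3 SD, cut at about 150% in these data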
AHR act – AHR activators, primary screen, cell-based, luminescence, luciferase reporter, human. activation, % at 5 µM. AHR-responsive luciferase reporter cells. hit rate 2.5% among 320,000. Aryl hydrocarbon receptor (Homo sapiens), P35869; in the data active = activation above about 47%;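 also: 0% = vehicle wells and 100% = reference agonist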
proCasp7 act – procaspase-7 activators, primary screen, counter-screen for procaspase-3 activator project, biochemical, absorbance, HTS, human; Caspase-7 (Homo sapiens), P55210; recombinant procaspase-7, Ac-DEVD-pNA absorbance 405 nm; D23A/D198A/D206A triple mutant, cannot self-cleave; scale: DMSO 0, 5 µM enzyme 100; activation, % at 8.5 µM; hit rate 0.093% among 330,000;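 active = percent activation above the screen-wide mean plus 3 SD, cut at about 25% in these data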
Target sequence (P55210 whole entry D23A/D198A/D206A): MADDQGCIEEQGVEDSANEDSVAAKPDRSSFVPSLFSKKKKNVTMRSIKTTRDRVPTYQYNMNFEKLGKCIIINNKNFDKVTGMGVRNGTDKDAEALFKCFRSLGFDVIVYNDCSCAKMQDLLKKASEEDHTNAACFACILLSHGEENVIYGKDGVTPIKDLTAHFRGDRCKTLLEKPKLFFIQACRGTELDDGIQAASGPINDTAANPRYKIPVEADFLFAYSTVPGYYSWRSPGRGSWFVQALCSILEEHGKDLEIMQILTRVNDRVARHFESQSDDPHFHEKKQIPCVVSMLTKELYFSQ
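Assay system: Uncleavable procaspase-7 mutant enzyme | Input: 2 µM procaspase-7 mutant as dispensed | Timing: 1 h compound preincubation, 2 h substrate cleavage, 25 °C | Repeats: One well per compound | Control set: DMSO wells as 0%, DMSO with 5 µM added PC-7 as 100% | Technique: Epi-absorbance of released pNA at 405 nm, two timepoints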
RPL19A-GFP yeast – RPL19A-GFP expression modulators in yeast, primary screen, cell-based, S. cerevisiae, multiplex flow cytometry, MLPCN; S. cerevisiae RPL19A-GFP strain, 3 h; hits give low values; percent response vs DMSO, % at 10 µM; hit rate 0.3% among 330,000; AID 2025, 2009;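 active = percent response vs DMSO below 50%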;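 also: median channel GFP fluorescence of the barcoded RPL19A-GFP strain; ratio of sample median GFP to plate DMSO average so 100% = DMSO; lower means less RPL19A-GFP as with rapamycin TOR inhibition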
proCasp3 act – activators of human procaspase-3 D3A mutant, primary screen, biochemical, absorbance, PC-3 D3A mutant, single concentration | Caspase-3 (Homo sapiens), P42574 | activation, % at 8.5 µM | hit rate 0.11% among 330,000 | recombinant procaspase-3 D3A, Ac-DEVD-pNA absorbance 405 nm;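 active = activation above the mean of all tested compounds plus 3 SD, cut at about 21% in these data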;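 also: 0% = DMSO alone and 100% = DMSO wells spiked with extra 5 µM PC-3 D3A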
Target sequence (P42574 whole entry D9A/D28A/D175A): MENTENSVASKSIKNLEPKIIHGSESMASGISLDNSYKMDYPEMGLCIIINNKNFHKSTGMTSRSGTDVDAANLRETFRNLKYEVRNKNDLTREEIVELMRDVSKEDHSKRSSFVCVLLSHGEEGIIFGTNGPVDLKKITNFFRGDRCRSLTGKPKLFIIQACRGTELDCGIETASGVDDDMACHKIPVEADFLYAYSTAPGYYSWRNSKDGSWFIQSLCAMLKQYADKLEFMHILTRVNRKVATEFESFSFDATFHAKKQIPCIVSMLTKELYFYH
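Assay system – Procaspase-3 D3A mutant · Benchmarks – DMSO low control, extra-enzyme high control · Technique – 405 nm absorbance of p-nitroaniline, reads at 0 and 120 min · Doses – 8.5 µM nominal · Measure – % activation between DMSO and enzyme-spiked controls · Also added – Ac-DEVD-pNA chromogenic peptide substrate · Schedule – 1 h compound preincubation, 2 h substrate hydrolysis at 25 °C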
MEP2-GFP yeast – modulators of MEP2-GFP levels in yeast, primary screen, S. cerevisiae, multiplex flow cytometry, MLPCN library. S. cerevisiae MEP2-GFP strain, 3 h; 100% = DMSO control level. hit rate 0.51% among 330,000. GFP response vs DMSO, % at 10 µM;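 active = GFP response versus DMSO above a set limit, roughly screen mean plus 3 SD, cut at about 180% in these data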;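 also: median GFP fluorescence of the barcode-gated MEP2-GFP cells per well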
Yeast superoxide – reduction of superoxide in aged yeast, primary screen, HTS; S. cerevisiae aged cells, superoxide DHE fluorescence; hits give low values; superoxide response (% of plate mean), % at 10 µM; hit rate 0.18% among 330,000;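 active = superoxide response under a set limit, about three screen SD below normal, cut at about 65% in these data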;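 also: yeast aged for seven days with compound at 30 °C before DHE staining; 100% = average MFI of all compound-treated wells on the plate with controls excluded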
Starred values were filed as active, the others as inactive. Compounds were not picked by outcome. Share with any hit: about 3.8%.

Screening Cc1ccccc1NC(=O)CSc1nc(=O)n(CCN2CCOCC2)c2c1CCCC2 returned GASC-1 inh 6, LAP4 TOR yeast 105, AHR act 0, proCasp7 act 6, RPL19A-GFP yeast 95, proCasp3 act 7, MEP2-GFP yeast 96 and Yeast superoxide 90.
`N=C1C(c2nc3ccccc3[nH]2)=C(O)CN1NC(=O)COc1cccc(F)c1` gave GASC-1 inh 0, LAP4 TOR yeast 85, AHR act 0, proCasp7 act 10, RPL19A-GFP yeast 102, proCasp3 act -2, MEP2-GFP yeast 97 and Yeast superoxide 91.
For Cc1ccnc(NS(=O)(=O)c2ccc(NC(=O)C3COc4ccccc4O3)cc2)n1 (centres undefined) the results were GASC-1 inh -1, LAP4 TOR yeast 92, AHR act 2, proCasp7 act 11, RPL19A-GFP yeast 108, proCasp3 act -4, MEP2-GFP yeast 106 and Yeast superoxide 85.
Screening CCC(CC)NC(=O)/C=C/c1cccc([N+](=O)[O-])c1 returned GASC-1 inh 1, LAP4 TOR yeast 91, AHR act -2, proCasp7 act -8, RPL19A-GFP yeast 96, proCasp3 act 3, MEP2-GFP yeast 99 and Yeast superoxide 108.
`Cc1cc(-n2c(SCCC#N)nnc2-c2cccnc2)ccc1Cl` gave GASC-1 inh 1, LAP4 TOR yeast 96, AHR act -1, proCasp7 act 0, RPL19A-GFP yeast 97, proCasp3 act -1, MEP2-GFP yeast 99 and Yeast superoxide 86.
Cc1ccc(OCCNS(=O)(=O)c2ccc(N3CCCC3=O)cc2)cc1 was read as LAP4 TOR yeast 97, AHR act 1, proCasp7 act 4, RPL19A-GFP yeast 99, proCasp3 act -1, MEP2-GFP yeast 101 and Yeast superoxide 100.
For CC1CN(S(=O)(=O)c2ccc(C(=O)Nc3nncs3)cc2)CC(C)O1 (centres undefined) the results were GASC-1 inh -5, LAP4 TOR yeast 104, AHR act 2, proCasp7 act 3, RPL19A-GFP yeast 98, proCasp3 act -7, MEP2-GFP yeast 94 and Yeast superoxide 88.
`CCOC(=O)C1=C(CC)Nc2ccccc2N/C1=N\S(=O)(=O)c1ccccc1OC` gave GASC-1 inh 6, LAP4 TOR yeast 100, AHR act -1, proCasp7 act 3, RPL19A-GFP yeast 104, proCasp3 act 6, MEP2-GFP yeast 105 and Yeast superoxide 83.
For COc1cccc(CN=c2c([N+](=O)[O-])nn(-c3ccccc3C)n2O)c1 the results were GASC-1 inh 0, LAP4 TOR yeast 88, AHR act -3, proCasp7 act -2, RPL19A-GFP yeast 104, proCasp3 act -4, MEP2-GFP yeast 102 and Yeast superoxide 127.
`COCCn1nnnc1C(c1ccccc1OC)N1CCN(c2ccccc2F)CC1` (centres undefined) gave GASC-1 inh -3, LAP4 TOR yeast 104, AHR act 1, proCasp7 act -3, RPL19A-GFP yeast 104, proCasp3 act 4, MEP2-GFP yeast 104 and Yeast superoxide 91.

3 entries picked at random from those above:
Screening Cc1ccccc1NC(=O)CSc1nc(=O)n(CCN2CCOCC2)c2c1CCCC2 returned GASC-1 inh 6, LAP4 TOR yeast 105, AHR act 0, proCasp7 act 6, RPL19A-GFP yeast 95, proCasp3 act 7, MEP2-GFP yeast 96 and Yeast superoxide 90.
For CC1CN(S(=O)(=O)c2ccc(C(=O)Nc3nncs3)cc2)CC(C)O1 (centres undefined) the results were GASC-1 inh -5, LAP4 TOR yeast 104, AHR act 2, proCasp7 act 3, RPL19A-GFP yeast 98, proCasp3 act -7, MEP2-GFP yeast 94 and Yeast superoxide 88.
`Cc1cc(-n2c(SCCC#N)nnc2-c2cccnc2)ccc1Cl` gave GASC-1 inh 1, LAP4 TOR yeast 96, AHR act -1, proCasp7 act 0, RPL19A-GFP yeast 97, proCasp3 act -1, MEP2-GFP yeast 99 and Yeast superoxide 86.

(continued)
Screening CC1CC1C(=O)OCC(=O)Nc1cccc(F)c1 (centres undefined) returned GASC-1 inh 1, LAP4 TOR yeast 102, AHR act 0, proCasp7 act 10, RPL19A-GFP yeast 99, proCasp3 act 12, MEP2-GFP yeast 96 and Yeast superoxide 84.
Cc1nc2ccccc2c(=O)n1CCCO was read as GASC-1 inh -23, LAP4 TOR yeast 102, AHR act -2, proCasp7 act -2, RPL19A-GFP yeast 103, proCasp3 act -8, MEP2-GFP yeast 111 and Yeast superoxide 102.
`CCC(C)NC(=O)CCc1c(C)nc2c(c(C)nn2-c2ccccc2)c1C` (centres undefined) gave GASC-1 inh -14, LAP4 TOR yeast 100, AHR act 5, proCasp7 act 4, RPL19A-GFP yeast 105, proCasp3 act 11, MEP2-GFP yeast 106 and Yeast superoxide 101.
`CC(=O)c1ccc(N=Nc2ccc(N)cc2)cc1` gave GASC-1 inh 3, LAP4 TOR yeast 101, AHR act -4, proCasp7 act 0, RPL19A-GFP yeast 96, proCasp3 act 4, MEP2-GFP yeast 100 and Yeast superoxide 107.
For O=C(COC(=O)/C=C/c1ccccc1)NCCNC(=O)COC(=O)/C=C/c1ccccc1 the results were GASC-1 inh -3, LAP4 TOR yeast 112, AHR act -2, proCasp7 act -3, RPL19A-GFP yeast 103, proCasp3 act -10, MEP2-GFP yeast 106 and Yeast superoxide 111.
Screening CC1CC(C)CN(c2nc3c(c(=O)n(C)c(=O)n3C)n2C)C1 (centres undefined) returned GASC-1 inh -18, LAP4 TOR yeast 99, AHR act 2, proCasp7 act 3, RPL19A-GFP yeast 96, proCasp3 act -3, MEP2-GFP yeast 93 and Yeast superoxide 94.
For CC(=O)c1coc2ccc(OCCN3CCCCC3)cc12 the results were GASC-1 inh -30, LAP4 TOR yeast 97, AHR act 2, proCasp7 act -2, RPL19A-GFP yeast 93, proCasp3 act -5, MEP2-GFP yeast 94 and Yeast superoxide 118.
`COc1cc(Cl)c(C)cc1NC(=O)CNC(C)c1ccccc1OC` (centres undefined) gave GASC-1 inh -5, LAP4 TOR yeast 99, AHR act 3, proCasp7 act 8, RPL19A-GFP yeast 100, proCasp3 act 7, MEP2-GFP yeast 107 and Yeast superoxide 77.
Screening Cc1c(C(=O)Nc2ccc(Cc3ccncc3)cc2)cccc1[N+](=O)[O-] returned GASC-1 inh -10, LAP4 TOR yeast 99, AHR act 4, proCasp7 act 0, RPL19A-GFP yeast 106, proCasp3 act 3, MEP2-GFP yeast 106 and Yeast superoxide 99.
`Cc1cc(=O)[nH]c(SCC2COC3(CCCCC3)O2)n1` (centres undefined) gave GASC-1 inh 7, LAP4 TOR yeast 105, AHR act -1, proCasp7 act 8, RPL19A-GFP yeast 104, proCasp3 act -2, MEP2-GFP yeast 101 and Yeast superoxide 85.
For CCC1=Nc2cc(C(=O)NCc3ccco3)ccc2Sc2ccccc21 the results were GASC-1 inh inactive, LAP4 TOR yeast 99, AHR act 1, proCasp7 act -2, RPL19A-GFP yeast 98, proCasp3 act 9, MEP2-GFP yeast 102 and Yeast superoxide 95.
For CCN(CC)CCN(CC(=O)N(C1CCCCC1)C1CCCCC1)C(=O)c1cccnc1 the results were GASC-1 inh 4, LAP4 TOR yeast 114, AHR act 0, proCasp7 act 1, RPL19A-GFP yeast 108, proCasp3 act 3, MEP2-GFP yeast 111 and Yeast superoxide 94.
Screening Cc1ccc(C2CC(c3ccco3)n3nc(N)nc3N2)cc1 (centres undefined) returned GASC-1 inh 0, LAP4 TOR yeast 105, AHR act 2, proCasp7 act 3, RPL19A-GFP yeast 101, proCasp3 act 0, MEP2-GFP yeast 111 and Yeast superoxide 106.
O=C(O)c1cccc(Oc2ncnc3sc4c(c23)CCCC4)c1 was read as GASC-1 inh 12, LAP4 TOR yeast 112, AHR act 2, proCasp7 act 9, RPL19A-GFP yeast 98, proCasp3 act -7, MEP2-GFP yeast 98 and Yeast superoxide 113.
CCN(CC(=O)Nc1ccc(OC)c(OC)c1)S(=O)(=O)c1ccc(C)cc1 was read as GASC-1 inh 5, LAP4 TOR yeast 106, AHR act 2, proCasp7 act 1, RPL19A-GFP yeast 103, proCasp3 act 3, MEP2-GFP yeast 106 and Yeast superoxide 108.
`O=C(C[C@H]1C/C=C\C[C@H](Cc2ccc(F)cc2)C(=O)O[C@@H](c2ccccc2)CNC1=O)NCCO` gave GASC-1 inh -4, LAP4 TOR yeast 96, AHR act -1, proCasp7 act -1, RPL19A-GFP yeast 95, proCasp3 act 8, MEP2-GFP yeast 95 and Yeast superoxide 87.
C=CC[C@@H](CC(=O)NCCO)C(=O)N[C@H](COC(=O)[C@@H](CC=C)Cc1ccc(F)cc1)Cc1c[nH]c2ccccc12 was read as GASC-1 inh 4, LAP4 TOR yeast 88, AHR act 0, proCasp7 act 8, RPL19A-GFP yeast 89, proCasp3 act 7, MEP2-GFP yeast 90 and Yeast superoxide 99.
For COc1ccc(C(=O)NC2CC2)cc1OC1CCN(Cc2ccccc2O)CC1 the results were GASC-1 inh -6, LAP4 TOR yeast 68, RPL19A-GFP yeast 111, MEP2-GFP yeast 96 and Yeast superoxide 103.
CCOC(=O)C1CCN(S(=O)(=O)c2ccc(Cl)cc2)CC1 was read as GASC-1 inh -21, LAP4 TOR yeast 94, AHR act 2, proCasp7 act 4, RPL19A-GFP yeast 102, proCasp3 act 5, MEP2-GFP yeast 102 and Yeast superoxide 86.
Screening COC(=O)c1ccc(NC(=O)CN(c2ccc(C)cc2)S(=O)(=O)c2c(C)n[nH]c2C)cc1 returned GASC-1 inh 3, LAP4 TOR yeast 96, AHR act 1, proCasp7 act 11, RPL19A-GFP yeast 102, proCasp3 act -7, MEP2-GFP yeast 105 and Yeast superoxide 103.
CCC(=O)OCc1cc(=O)oc2ccc3ccccc3c12 was read as GASC-1 inh -2, LAP4 TOR yeast 99, AHR act 0, proCasp7 act 2, RPL19A-GFP yeast 101, proCasp3 act 0, MEP2-GFP yeast 106 and Yeast superoxide 128.
`COC(=O)c1cc2c(ccn2C)n1C` gave GASC-1 inh -21, LAP4 TOR yeast 93, AHR act 0, proCasp7 act 5, RPL19A-GFP yeast 92, proCasp3 act 0, MEP2-GFP yeast 95 and Yeast superoxide 90.
`Cc1ccc(C(=O)NCCc2ccc(F)cc2)s1` gave GASC-1 inh 1, LAP4 TOR yeast 114, AHR act 4, proCasp7 act 3, RPL19A-GFP yeast 97, proCasp3 act 6, MEP2-GFP yeast 103 and Yeast superoxide 91.
Screening O=C(O)c1ccc[nH]c1=S returned GASC-1 inh -4, LAP4 TOR yeast 106, AHR act 1, proCasp7 act -3, RPL19A-GFP yeast 97, proCasp3 act -5, MEP2-GFP yeast 102 and Yeast superoxide 112.
For COC(=O)c1ccc(CSc2nc3ccc(S(=O)(=O)N4CCOCC4)cc3[nH]2)cc1 the results were GASC-1 inh 8, LAP4 TOR yeast 103, AHR act 3, proCasp7 act 0, RPL19A-GFP yeast 101, proCasp3 act 4, MEP2-GFP yeast 104 and Yeast superoxide 95.
Cc1nc(N)sc1N=Nc1c(C)n(C)n(-c2ccccc2)c1=O was read as GASC-1 inh 6, LAP4 TOR yeast 111, AHR act 16, proCasp7 act -27, RPL19A-GFP yeast 98, proCasp3 act -14, MEP2-GFP yeast 102 and Yeast superoxide 98.
